High-throughput results from PubChem BioAssay.
JMJD2A Tudor inh = inhibitors of human JMJD2A Tudor domain; Potency, µM (doses to about 114 µM), inactives show at the highest dose activity change, negative = inhibition, most hits filed as inhibitors; O75164; 390,000 compounds, 4.4% hits; AlphaScreen JMJD2A-Tudor / H3K4me3 peptide binding; AID 504339; note: potency is the fitted concentration of half-maximal effect; % is set by controls: 0 for no effect and ±100 for the full control effect; nearly all actives have a fitted effect of over 50% in size
GLS inh = blocks human kidney-isoform glutaminase activity; Potency, µM (highest dose often 45.5 µM), inactives show top-dose activity change, negative = inhibition, most hits filed as inhibitors; 410,000 compounds, 0.21% hits; GLS enzymatic activity, qHTS titration; AID 624170; O94925; note: potency is the fitted concentration of half-maximal effect; % is set by controls: 0 for no effect and ±100 for the full control effect
Target sequence (O94925 whole entry, looked up, canonical isoform): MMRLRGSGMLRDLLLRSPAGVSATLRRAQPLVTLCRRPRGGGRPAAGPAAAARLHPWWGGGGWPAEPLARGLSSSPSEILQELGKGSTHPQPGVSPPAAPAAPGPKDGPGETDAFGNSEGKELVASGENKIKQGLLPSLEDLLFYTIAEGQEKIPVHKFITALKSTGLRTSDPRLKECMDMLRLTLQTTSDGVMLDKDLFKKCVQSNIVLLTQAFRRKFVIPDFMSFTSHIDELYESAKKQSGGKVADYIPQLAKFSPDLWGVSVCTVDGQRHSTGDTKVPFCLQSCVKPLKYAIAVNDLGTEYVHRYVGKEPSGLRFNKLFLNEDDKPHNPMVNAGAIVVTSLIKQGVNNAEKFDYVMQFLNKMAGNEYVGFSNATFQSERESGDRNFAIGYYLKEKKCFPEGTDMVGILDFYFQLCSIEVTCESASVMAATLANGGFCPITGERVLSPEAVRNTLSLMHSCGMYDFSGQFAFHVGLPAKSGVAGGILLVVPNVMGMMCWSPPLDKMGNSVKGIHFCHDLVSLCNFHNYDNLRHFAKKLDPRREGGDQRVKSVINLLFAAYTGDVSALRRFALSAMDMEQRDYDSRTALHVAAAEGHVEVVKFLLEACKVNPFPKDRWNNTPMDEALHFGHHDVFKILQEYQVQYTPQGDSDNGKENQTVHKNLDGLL
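hKGA in 45 mM KH2PO4 (pH 8.2), 0.02% Tween-20 with compound, then 1mM L-Glutamine (stock as added) plus glutamate oxidase/HRP/Amplex red coupling mix. Fluorescence read initially and after 30 min at RT; signal change reflects glutamate formation.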
PI4K2A inh = inhibitors of human PI4K2A | activity change, negative = inhibition, % at 76.9 µM | AID 1346378 | 420,000 compounds, 0.13% hits | purified PI4K2A, ADP-Glo luminescence, 1 h; active compounds read low; in the data active = activity change below about -50%; inconclusive = mostly about -30% to -49%;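 note: -100% = wells without enzyme as full effect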
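ADP-Glo luminescence measured ADP generated by PI4K2A enzyme (4 ug/mL before mixing) with 1.2 mM PI substrate (pre-mix) and 300 microM ATP (pre-mix). Tris pH7.5 buffer with MgCl2, Triton X-100; 1 h reaction at ambient temperature.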
HP1b chromo inh = HP1-beta chromodomain-methylated histone interaction inhibition; 390,000 compounds, 0.56% hits; Potency, µM (highest dose often 114 µM), inactives show top-dose activity change, negative = inhibition, usual class: inhibitors; AlphaScreen HP1-beta / biotin-H3K9me3 peptide binding; P83916; note: potency is the fitted concentration of half-maximal effect; nearly all actives have a fitted effect of over 70% in size; inactives centre near 23
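AlphaScreen: HP1-beta (50 nM) preformed 30 min with biotin-H3(1-18)K9me3 peptide (50 nM) in PBS pH 7.4, 0.01% Tween-20. Compound added for 30 min at RT, then streptavidin donor/nickel chelate acceptor beads (10 ug/mL) for 30 min.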
Tb PGK inh = inhibitors of T. brucei phosphoglycerate kinase | P07378 | PGK/GAPDH coupled, Kinase-Glo luminescence, 60 min | Potency, µM (highest dose often 57.5 µM), inactives show top-dose activity change, negative = inhibition, most hits filed as inhibitors | 380,000 compounds, 0.043% hits | AID 602233; note: potency is the fitted concentration of half-maximal effect; % is set by controls: 0 for no effect and ±100 for the full control effect; nearly all actives have a fitted effect of over 60% in size
Target sequence (P07378 whole entry, looked up): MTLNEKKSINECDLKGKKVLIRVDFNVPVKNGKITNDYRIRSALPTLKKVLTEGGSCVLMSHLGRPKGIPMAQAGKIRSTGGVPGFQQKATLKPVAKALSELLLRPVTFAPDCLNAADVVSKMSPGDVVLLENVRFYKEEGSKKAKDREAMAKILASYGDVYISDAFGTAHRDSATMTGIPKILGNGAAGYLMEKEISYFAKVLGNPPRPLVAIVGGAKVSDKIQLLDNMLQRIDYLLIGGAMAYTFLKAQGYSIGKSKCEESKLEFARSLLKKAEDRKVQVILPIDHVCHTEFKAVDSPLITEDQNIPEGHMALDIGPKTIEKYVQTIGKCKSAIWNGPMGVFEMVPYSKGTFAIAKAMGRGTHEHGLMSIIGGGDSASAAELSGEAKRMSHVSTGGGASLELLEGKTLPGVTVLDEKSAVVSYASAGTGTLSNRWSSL
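Recombinant glycosomal PGK reaction used 1,3-bisphosphoglycerate generated in-well by GAPDH (100nM final) in 100mM TEA pH 7.6, 5mM MgCl2, 0.01% Tween-20. After 60 minutes at room temperature, ATP was read by Kinase-Glo Plus luminescence end-point.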
G9a block = G9a (human) methyltransferase inhibition; Q96KQ7; G9a H3K9 monomethylation, AlphaScreen, 2 h; Potency, µM (top dose mostly 102 µM), for the others: top-dose activity, negative = inhibition, hits mostly inhibitors; 350,000 compounds, 8.8% hits; AID 504332; note: potency is the fitted concentration of half-maximal effect; % is set by controls: 0 for no effect and ±100 for the full control effect; nearly all actives have a fitted effect of over 75% in size
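G9a (20 nM) preincubated 15 min RT with compounds, then 500 nM biotinylated H3K9 peptide and 20 uM SAM added; 2 h RT reaction. Monomethyl-H3K9 product detected by AlphaScreen with anti-H3K9me1 antibody, streptavidin donor and anti-rabbit IgG acceptor beads.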
BAZ2B inh = BAZ2B (human) inhibition. Q9UIF8. AlphaScreen BAZ2B-H3K14Ac peptide displacement. Potency, µM (doses to about 114 µM), inactives show top-dose activity change, negative = inhibition, usual class: inhibitors. 360,000 compounds, 4.4% hits. AID 504333; note: potency is the fitted concentration of half-maximal effect; % is set by controls: 0 for no effect and ±100 for the full control effect; nearly all actives have a fitted effect of over 60% in size
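AlphaScreen displacement of biotin-H3(5-23)K14Ac peptide (50 nM final) from BAZ2B (50 nM final) in PBS pH 7.4, 0.01% Tween-20; complex preformed 30 min RT, then compounds (top 110 uM) 30 min RT, beads 20 min dark.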
Pin1 inhibitor = blocks the human prolyl isomerase Pin1; Potency, µM (series often up to 115 µM), for the others: at the highest dose activity, negative = inhibition, hits mostly inhibitors; 390,000 compounds, 0.009% hits; Pin1 FP peptide displacement, HiFluor488, 10 min; active = well fitted inhibition curve with a large enough effect in the polarisation, with a control signal flat, not every such curve was filed as active; inconclusive = small, poorly fitted or top-dose-only effect, or effect the other way, or a change in a side signal; inactive = no such curve, though single readings can be large or run the other way; the % refers to the polarisation; note: potency is the fitted concentration of half-maximal effect; % is set by controls: 0 for no effect and ±100 for the full control effect
Pol eta inh = inhibitors of human DNA polymerase eta; Q9Y253; recombinant Pol eta, fluorescent DNA replication assay; Potency, µM (doses to about 114 µM), for the others: at the top dose activity change, negative = inhibition, most hits filed as inhibitors; 390,000 compounds, 1.2% hits; AID 588591; note: potency is the fitted concentration of half-maximal effect; % is set by controls: 0 for no effect and ±100 for the full control effect
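Fluorescent replication assay: 50 nM final substrate added after a 15 min room-temperature compound preincubation with 10 nM enzyme. Signal taken at 0 min and again at 10 min.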
Numbers without * were called inactive; i = inactive; ? = inconclusive; / = not tested or not shown; & = joins results of further samples; [ ] = another dose, or the depositor's remark. Unless noted, calls come from the whole dose curve; as a rule, active = well fitted curve in the direction sought with a large enough effect; inconclusive = small, poorly fitted or top-dose-only effect, or another doubt; inactive = no such curve, though single readings can be large; an effect the other way counts as inactive or inconclusive. A portion of the library. The share of hits here may be higher or lower than overall.

no.	mol	Pin1 inhibitor	PI4K2A inh	Pol eta inh	GLS inh	Tb PGK inh	G9a block	BAZ2B inh	JMJD2A Tudor inh	HP1b chromo inh
1	Cc1[nH]n(-c2ccccc2)c(=O)c1N=Nc1ccccc1O	0.7%	-2.0	-12.0%	-1.2%	5.6%	?	?	?	-39.0%
2	CCOC(=O)c1c(-c2ccc(C)cc2C)csc1NC(=O)CSc1nnnn1C	23.2%	0.4	-25.0%	-6.7%	-0.3%	9.7%[59 µM]	-0.1%	-25.0%	24.1%
3	CC(C)N1C(=S)SC(C)(C)C1NO (stereo not drawn)	-2.0%	-0.1	-14.2%	22.0%	-4.2%	-8.1%[12.7 µM]	1.6%	-9.9%	-1.7%
4	O=C(CSc1nc2ccccc2n1Cc1cccc(C(F)(F)F)c1)NCc1ccccc1	1.9%	4.5	-12.2%	-4.5%	i	16.1%[59 µM]	-13.1%	-7.6%	34.3%
5	CC(C)(C)OC(=O)C[C@@H]1C/C=C\C[C@@H](CC(=O)N[C@H](CO)Cc2ccccc2)C(=O)NC[C@H](c2ccccc2)OC1=O	-1.2%	-1.8	-3.8%	-2.6%	i	/	/	-8.4%	47.6%[activator]
6	O=C(CSc1nnc(Cc2ccccc2)o1)N1CCCC1	8.1%	1.7	6.6%	-0.2%	4.0%	-3.4%	-2.9%	-4.4%[11.4 µM]	51.8%[activator]
7	CCOC(=O)N1CCC(NC(=O)c2cnn3cccnc23)CC1	-0.4%	4.9	0.9%	-0.4%	-8.9%	9.1%[12.7 µM]	-5.2%	-1.7%	15.4%
8	CC(O)CCc1ccc(O)cc1 (stereo not drawn)	3.6%	2.3	-4.0%	21.5%	4.1%	9.9%	1.5%	-8.3%	39.5%[activator]
9	CC(C(=O)O)n1c2ccccc2c2cnn(C)c(=O)c21 (stereo not drawn)	-7.9%	-4.5	?	-11.1%	i	44.7µM*	-5.8%	-4.8%	39.7%[activator]
10	CCCC(=O)Nc1nnc(/C=C/c2ccc(OC)cc2)s1	26.0%	4.3	-16.5%	-10.4%	i	-2.8%[12.7 µM]	4.1%	-3.7%	41.0%[activator][57 µM]
11	COc1ccc(/C=N/N(C)c2cc(=O)n(C)c(=O)[nH]2)cc1OC	-0.2%	-3.4	-0.4%	0.0%	0.4%	39.8µM*	79.4µM*	-16.7%	27.9%
12	CC(C)CC(NC(N)=O)C(=O)Nc1cccc([N+](=O)[O-])c1 (stereo not drawn)	4.9%	5.9	-15.2%	0.0%	-0.7%	30.3%	-5.0%	-3.1%	-15.5%
13	O=C(NC1CC(=O)N(c2ccc(Cl)cc2)C1)C1CCCC1 (stereo not drawn)	-1.0%	1.6	-2.8%	1.5%	-0.4%	12.0%[59 µM]	0.7%	-2.9%	14.5%
14	CCCCN(C(=O)c1cccc(-n2cnnn2)c1)c1c(N)n(CC(C)C)c(=O)[nH]c1=O	1.5%	1.8	-8.7%	0.2%	-8.1%	-11.3%[12.7 µM]	0.5%	-13.3%	26.4%
15	COc1ccc(CCNC(=O)C(=O)NCC2CCCN2S(=O)(=O)c2ccccc2)cc1OC (stereo not drawn)	-1.6%	-2.4	-18.3%	-3.4%	-1.3%	?	-4.7%	-17.1%	18.5%
16	CC(C)CC(NC(=O)C1CCC(C)CC1)C(=O)Nc1ccc2c(c1)OCCO2 (stereo not drawn)	?	-6.1	-21.2%	-2.5%	-2.3%	?	-12.9%	-24.6%	36.3%
17	CC(=O)N1CCN(Cc2nc3cc(NC(=O)c4cccc(Br)c4)ccc3n2C)CC1	-7.8%	-3.3	-8.9%	1.9%	-7.5%	22.0%[59 µM]	-12.4%	-9.3%	26.2%
18	CCC(=O)NC(=S)Nc1ccc(NC(=O)c2ccc([N+](=O)[O-])cc2Cl)cc1	-7.8%	-3.8	-12.7%	-0.5%	i	-13.3%[59 µM]	5.6%	-10.0%	32.8%
19	COc1ccc(CCCc2nnc(SCC(=O)Nc3cccc(C)c3)o2)cc1	26.7%&2.9%	15.4&1.5	-13.0%&0.6%	2.0%&-0.3%	3.1%&-4.5%	-49.4%[59 µM]	9.2%&1.5%	13.1%&5.0%	24.4%&42.8%
20	CN(C(=O)CC1C(=O)NCCN1CC1CCCCC1)C1CCOCC1 (stereo not drawn)	-16.4%	4.8	-13.3%	-2.1%	3.8%	?	-3.2%	-18.9%	62.1%[activator]
21	COc1cccc(NC(=O)Nc2cccs2)c1	4.8%	-8.9	-20.4%	17.6%	-7.0%	10µM*	7.9%	-18.4%	10.4%
22	COc1ccc(-c2nc(CS(=O)CC(=O)NCc3ccc4c(c3)OCO4)c(C)o2)cc1 (stereo not drawn)	-4.8%	-1.9	-1.4%	2.5%	-6.3%	?	-34.2%	-25.0%	-7.5%
23	C[C@@H]1CN([C@H](C)CO)C(=O)CCCn2nncc2CO[C@H]1CN(C)Cc1cccc(O)c1	/	4.0	-10.1%	14.9%	-7.9%	/	/	/	/
24	CC(NCCOCCOc1ccccc1)c1ccccc1 (stereo not drawn)	4.2%	5.4	-12.9%	-3.5%	-5.8%	9.0%[59 µM]	-0.1%	12.7%	32.0%
25	O=C1CC(SC(=Nc2ccccc2)Nc2ccccc2)C(=O)N1c1cccc(Cl)c1 (stereo not drawn)	5.9%	-0.5	-15.5%	-3.1%	-1.2%	-8.4%	-2.8%	-10.3%	36.4%
26	Cc1ccc(NC(=S)c2ccccc2)cc1	7.0%	-7.6	-20.9%	18.7%	-4.1%	-18.4%[59 µM]	-31.2%	-1.0%	8.2%
27	CCc1ccc(-c2cc(C)no2)cc1S(=O)(=O)N1CCN(c2ccccn2)CC1	-3.4%	-1.2	-4.8%	-1.3%	-7.6%	29.4%	-16.1%	-13.0%	50.0%[activator]
28	Cc1cc(C)nc(SCc2ccc(C(=O)N/N=C3\CC(C)CC(C)(C)C3)cc2)n1 (stereo not drawn)	0.1%	-4.1	-12.8%	4.3%	-3.3%	15.3%	14.4%	-26.7%	10.8%
29	CCOc1ccccc1CN1C(=O)NC2(CCCCCC2)C1=O	-2.1%	-0.5	-24.5%	-14.2%	-5.1%	-1.2%	-8.7%	4.5%	38.9%
30	CN(CCc1ccccn1)C1CC(=O)N(c2ccc(Cl)cc2)C1=O (stereo not drawn)	0.3%	-3.4	-3.3%	-3.7%	-6.4%	5.01µM*	-3.9%	-21.5%	48.2%[activator]
31	Oc1ccc(/C=N/n2c(COc3ccccc3)n[nH]c2=S)cc1O	?	3.4	?	?	-8.8%	10µM*	?	3.16µM*	?
32	CC(C)(C)c1ccc(OCCC(=O)OCC(=O)NC(=O)NC2CCCC2)cc1	-1.6%	-0.3	-13.8%	3.8%	1.5%	16.9%[2.33 µM]	-1.4%	-3.6%	16.7%
33	CN(CC(=O)Nc1ccc(Cl)cc1)C(=O)C1=COCCO1	-11.8%	2.2	-19.9%	-9.3%	i	-19.6%	3.1%	-6.2%	19.2%
34	O=C(Nc1ccccc1-c1ccccc1)c1cccc([N+](=O)[O-])c1	-2.3%	-5.1	-11.2%	-3.6%	i	10.9%[12.7 µM]	-26.5%	-24.3%	13.2%
35	Cc1ccc(C2NC(=O)c3ccccc3N2)s1 (stereo not drawn)	7.5%	-2.9	-11.8%	11.1%	-4.9%	?	-5.8%	-20.4%	9.4%
36	O=C(c1ccccc1)c1cccn1CC(=O)N1CCN(c2ccc(F)cc2)CC1	0.5%	-12.3	-0.4%	21.9%	-0.4%	?	?	-25.5%	-10.6%
37	CCOc1ccc(NC(=O)NNC(=O)C2CCC(C(C)(C)C)CC2)cc1 (stereo not drawn)	-0.6%	3.1	-4.6%	3.8%	0.6%	-6.7%	-2.2%	-6.8%	46.3%[activator]
38	CN(Cc1ccccc1)C(=O)c1ccc(NC(=O)Cc2ccc(NC(=O)C3CCCN(C(=O)CCc4ccccc4)C3)cc2)cc1 (stereo not drawn)	23.6%	2.6	-20.5%	1.5%	-1.9%	/	/	-26.1%	10.2%
39	Cc1nn(-c2ccc(N3CCCC3)nn2)c(C)c1CCC(=O)Nc1ccccc1	-11.4%	-5.7	-18.2%	-4.6%	-5.8%	8.8%[59 µM]	-20.3%	-12.3%	60.6%
40	CCN(C(=O)COC(=O)c1cccnc1Nc1cccc(C(F)(F)F)c1)C1CCS(=O)(=O)C1 (stereo not drawn)	10.7%	-0.8	-20.0%	4.4%	-11.5%	-9.3%[59 µM]	-19.9%	86.6%[activator]	169.6%[activator]
41	O=C(CN1C(=O)c2cccc([N+](=O)[O-])c2C1=O)N1CCN(c2ccc(F)cc2)CC1	0.1%	3.2	-22.2%	?	7.8%	?	?	2.9%	25.8%
42	NC(=O)c1cc(N2C(=O)C=CC2=O)ccc1Cl	-7.3%	5.3	2.5%	-4.8%	-8.8%	1.26µM*	?	25.1µM*	?
43	CCn1c2ccccc2c2nc3cc(S(=O)(=O)N4CCOCC4)ccc3nc21	?	2.6	-17.3%	0.8%	i	2.24µM*	0.5%	-8.7%[57.1 µM]	?
44	O=C(c1cccc(F)c1)N(Cc1nc2ccccc2c(=O)[nH]1)C1CCCC1	0.4%	-0.9	-13.9%	1.7%	i	16.2%	-13.4%	-11.6%	51.4%[activator]
45	CCC(=O)N1CCN(c2ccc(NC(=O)COc3cccc(C)c3C)cc2)CC1	15.3%	1.0	2.1%	21.3%	1.7%	-0.8%[59 µM]	-11.2%	-23.2%	30.1%
